Screening results deposited in PubChem by Emory University Molecular Libraries Screening Center.
14-3-3g Raf = 14-3-3 gamma protein interaction modulation. inhibition, % at 40 µM. P61981. AID 422. FP, 14-3-3gamma / TMR-pS259-Raf peptide binding. hit rate 0.19% among 160,000; in the data active means inhibition above about 30%;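 further: 0% = protein plus tracer without compound and 100% = blank with tracer alone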
Target sequence (P61981 whole entry, looked up): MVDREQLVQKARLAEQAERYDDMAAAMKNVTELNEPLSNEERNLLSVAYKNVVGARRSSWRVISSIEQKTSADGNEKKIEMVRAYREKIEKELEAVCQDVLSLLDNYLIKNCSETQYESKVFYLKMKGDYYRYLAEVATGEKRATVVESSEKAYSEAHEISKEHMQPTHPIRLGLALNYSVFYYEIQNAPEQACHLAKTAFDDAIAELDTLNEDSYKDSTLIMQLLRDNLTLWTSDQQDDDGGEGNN
* marks the source's active call; other numbers are inactive results; & = joins results of further samples.

14-3-3g Raf | Structure
4 | CC(C)c1ccc(NC(=O)c2cn(C3CCCC3)c(=O)c3c2c2ccccc2n3C)cc1
0 | CCOc1cccc(N2C(=O)CC(N3CCN(C45CC6CC(CC(C6)C4)C5)CC3)C2=O)c1 (configuration not stated)
1 | CC1CCCN(C(=O)c2ccc3c(=O)n(Cc4ccc5c(c4)OCO5)c(=S)[nH]c3c2)C1 (configuration not stated)
-3&-5 | CN(c1ccccc1)c1nc2ccsc2c(=O)s1
-16 | Cc1ccc(S(=O)(=O)N2CC(=O)N(CCc3ccccc3)C(=O)C2)cc1[N+](=O)[O-]
1&0 | CCn1ccc(C(=O)Nc2ccc(S(=O)(=O)Nc3ccccc3OC)cc2)n1
-10 | COCCNc1nc(-c2ccccc2)nc2ccccc12
-7 | CCn1c2ccccc2c2nc3cc(OC(C)C)c(OC(C)C)cc3nc21
-5 | Cc1ccccc1CSc1nnc(C)c(=O)[nH]1
-1 | COC(=O)C1C(=O)C2=C(CC1C)Nc1ccccc1NC2c1cccs1 (configuration not stated)
-6 | CCN1CCc2c(sc(NC(=O)c3ccc(S(=O)(=O)N4CC(C)OC(C)C4)cc3)c2C(=O)OC)C1 (configuration not stated)
-10 | COCCNC(=O)c1ccccc1-c1nc(-c2ccccc2Cl)no1
0 | CN(C(=O)C1CCOC1)c1nnc(-c2cccnc2)s1 (configuration not stated)
-4 | O=C(NCc1ccccc1)c1cc(=O)nc2sc(-c3ccccc3)nn12
-6 | COc1cccc(C(=O)Nc2c3c(nn2-c2cccc(C)c2C)CSC3)c1OC

Seven compounds drawn at random from the list so far, as already listed:
14-3-3g Raf | Structure
-5 | Cc1ccccc1CSc1nnc(C)c(=O)[nH]1
-1 | COC(=O)C1C(=O)C2=C(CC1C)Nc1ccccc1NC2c1cccs1 (configuration not stated)
1&0 | CCn1ccc(C(=O)Nc2ccc(S(=O)(=O)Nc3ccccc3OC)cc2)n1
-7 | CCn1c2ccccc2c2nc3cc(OC(C)C)c(OC(C)C)cc3nc21
-6 | COc1cccc(C(=O)Nc2c3c(nn2-c2cccc(C)c2C)CSC3)c1OC
4 | CC(C)c1ccc(NC(=O)c2cn(C3CCCC3)c(=O)c3c2c2ccccc2n3C)cc1
-4 | O=C(NCc1ccccc1)c1cc(=O)nc2sc(-c3ccccc3)nn12

Next compounds.
14-3-3g Raf | Structure
-2 | CC1=C(C(=O)OCc2ccccc2)C(c2ccccc2I)C2=C(CC(C)(C)CC2=O)N1 (configuration not stated)
1 | CCOC(=O)C1CCN(C2CC(=O)N(c3cccc(Cl)c3)C2=O)CC1 (configuration not stated)
-4 | Cc1ccc(CNC(=O)C(C)N2C(=O)COc3ccc(Cl)cc32)cc1 (configuration not stated)
4 | COc1ccc(C(=O)Nc2ccccc2C(=O)N2CCOCC2)cc1
-4 | CCCCCCCCNC(C)C(O)c1ccc(SC(C)C)cc1 (configuration not stated)
1 | COCCN(C(=O)COc1ccccc1)c1nnc(-c2cccnc2)s1
-1 | COC(=O)c1ccc(OC(=O)c2sc3ncn(C)c(=O)c3c2C)cc1
-6 | CCc1ccc(C(c2ccc(CC)o2)c2cc3c(cc2[N+](=O)[O-])OCO3)o1
-7 | COCCOC(=O)C1=C(C)NC(=O)NC1c1ccccc1OC (configuration not stated)
-200 | COc1cccc(Nc2cc(N3CCCC3)c3noc4c3c2C(=O)c2ccccc2-4)c1
1 | O=S(=O)(c1cccc(S(=O)(=O)N2CCC(Cc3ccccc3)CC2)c1)N1CCOCC1
-2 | NCCCCCCNC(=O)c1c(O)c2cccc3c2n(c1=O)CC3
-2 | CCc1ccc(C2NC(=O)NC(C)=C2C(=O)OC2CCCCCC2)cc1 (configuration not stated)
0 | CS(=O)(=O)Nc1ccc(C(=O)N2CCCCC2)cc1
2 | COc1ccc(C2NC(=S)NC(C)=C2C(=O)Nc2cc(C)cc(C)c2)cc1OC (configuration not stated)

The results go on.
14-3-3g Raf | Structure
-2 | O=C1CCc2cc(S(=O)(=O)NC(Cc3ccccc3)C(=O)NCC3CCCO3)ccc2N1 (configuration not stated)
2 | CCc1ccc(C2(C)CC(C)(C)N(C(=O)c3ccco3)c3ccccc32)cc1 (configuration not stated)
-11 | O=C(Nc1cccc(-c2nc3ccccc3o2)c1)c1ccccc1Cl
-5 | O=C(C1CCN(S(=O)(=O)c2cccc3cccnc23)CC1)N1CCN(c2ccc(Cl)cc2)CC1
7 | O=C(c1cccs1)N1CCN=C1SCc1ccc(C(F)(F)F)cc1
-1 | CC1CCc2c(sc(N=Cc3cccnc3)c2C#N)C1 (configuration not stated)
-2 | CCOc1ccccc1C(=O)Nc1ccccc1CC
1 | COc1ccccc1CC(=O)Nc1cc([N+](=O)[O-])ccc1C
-6 | CCN1CCN(C(c2cccs2)C(C)NC(=O)C(C)C)CC1 (configuration not stated)
6 | Cc1ccccc1C(=O)Nc1cccc(N)c1
18 | COc1ccc(Cl)cc1N1C(=O)CSC1c1ccc([N+](=O)[O-])cc1 (configuration not stated)
-12 | O=S(=O)(NCCCc1ccccc1)c1cccc2nsnc12
-7 | O=C(CSc1oc(-c2ccccc2)nc1S(=O)(=O)c1ccccc1)NCC1CCCO1 (configuration not stated)
5 | Cc1cc(C)nc(NC(=NS(=O)(=O)c2ccccc2)Nc2ccc(C(C)C)cc2)n1
1 | Cc1cc(C(=O)N2CCCc3ccccc32)no1

The results go on.
14-3-3g Raf | Structure
3 | CC1(C)CC(=O)CC(=NCC(=O)O)C1
1 | Cc1cc(/C=N/n2cnnc2)c(C)n1-c1cccc(Cl)c1
-8 | CC(=O)N1c2ccc(S(=O)(=O)N3CCC(Cc4ccccc4)CC3)cc2CC1C (configuration not stated)
0 | C=CCOc1ccc2c(C)c(Cc3ccccc3)c(=O)oc2c1C
2 | CC(NC(=O)c1cccc(C(F)(F)F)c1)C1CCCO1 (configuration not stated)
-8 | Cn1c(=O)c2c(ncn2CC(=O)c2ccc([N+](=O)[O-])cc2)n(C)c1=O
-21 | CC(C)c1cc(=O)oc2c3c4c(cc12)CCCN4CCC3
-6 | COc1ccc(Cn2nnnc2C(c2ccc(N(C)C)cc2)N2CCC(C)CC2)cc1 (configuration not stated)
3 | COc1ccccc1N1CCN(C(=O)CSc2ncccc2-c2nc3ccccc3[nH]2)CC1
-4 | Cc1cccc(C)c1NC(=O)C1CCCN(S(=O)(=O)c2cccc3nsnc23)C1 (configuration not stated)
8 | CC1CCN(c2ccc(N3C(=O)C4CC=CCC4C3=O)cc2[N+](=O)[O-])CC1 (configuration not stated)
-11 | CC(C)Oc1ccc(C2CC(=O)N(c3ccc(N(C)C)cc3)C2=O)cc1 (configuration not stated)
-7 | COc1cc(OC)cc(-n2nc(C(=O)NCc3ccccc3OC)c3ccccc3c2=O)c1
0 | O=C(O)c1[nH]c2ccccc2c1CC(=O)N1CCOCC1
-13 | CCSc1nc2c(c(=O)[nH]1)C(c1ccccc1OC)C1=C(CCCC1=O)N2 (configuration not stated)

Continuation:
14-3-3g Raf | Structure
-4 | CC(C)NC(=O)CN1CCN(c2ncccn2)CC1
3 | CCCCn1c(SCC(=O)Nc2cc(C)on2)nc2ccccc2c1=O
-1 | Fc1ccccc1-c1nnn(Cc2ccccc2Cl)n1
-5 | COc1ccc(N2C(=O)CC(NC34CC5CC(CC(C5)C3)C4)C2=O)c(OC)c1 (configuration not stated)
-14 | COc1ccc(NC(=O)C2CCN(S(=O)(=O)c3cccc4nonc34)CC2)cc1OC
-4 | C=CCOC(=O)C1=C(C)Nc2nnnn2C1c1ccc(OC)c(OC)c1 (configuration not stated)
-3&-5 | OCCOCCn1c(-c2ccccc2)nc(=S)c2c1CCCC2
-1 | N#Cc1ccccc1OCC(=O)Nc1c(C(=O)C2CC2)oc2ccccc12
-58 | O=C(NCc1ccccc1Cl)c1cccc(N2CCCC2=O)c1
5 | C=CCn1c(-c2ccc(OC)c(OC)c2)cs/c1=N\c1ccccn1
-5 | COc1ccc(C(=O)NCC(C)c2ccccc2)cc1OC (configuration not stated)
-3 | CCCOc1ccccc1NC(=O)CC1Sc2ccc(C(F)(F)F)cc2NC1=O (configuration not stated)
-11 | Cc1cc(C(=O)Nc2cccc(NC(=O)c3ccccc3Cl)c2)ccc1[N+](=O)[O-]
-11 | CCCCN(CC)S(=O)(=O)c1ccc2c(c1)CCN2C(C)=O
-8 | CCCCc1ccc(Nc2ncnc3nc[nH]c23)cc1

A run of entries from further up, for reference:
14-3-3g Raf | Structure
-4 | CC(C)NC(=O)CN1CCN(c2ncccn2)CC1
3 | CCCCn1c(SCC(=O)Nc2cc(C)on2)nc2ccccc2c1=O
-1 | Fc1ccccc1-c1nnn(Cc2ccccc2Cl)n1
-5 | COc1ccc(N2C(=O)CC(NC34CC5CC(CC(C5)C3)C4)C2=O)c(OC)c1 (configuration not stated)
-14 | COc1ccc(NC(=O)C2CCN(S(=O)(=O)c3cccc4nonc34)CC2)cc1OC

Continued:
14-3-3g Raf | Structure
2 | CCOc1ccccc1-n1c(SCC(=O)N(C(C)C)C(C)C)nnc1-c1cccnc1
-2 | O=S(=O)(c1cccc2nonc12)N1CCOCC1
9 | C=C(C)COc1ccc2c(C)c(CC(=O)OC)c(=O)oc2c1C
-6 | CC(C)=CC1C(C(=O)Nc2ccc(Br)cn2)C1(C)C (configuration not stated)
-20 | COc1ccc(CCNC(=O)Cn2c(=O)[nH]c3ccccc3c2=O)cc1OC
5 | CC=Cc1ccc(Oc2nc(C)nc3sc4c(c23)CCC4)c(OC)c1
4 | Cc1ccc(C2(O)CC(C(F)(F)F)=NN2C(=O)c2cccc(Cl)c2)cc1 (configuration not stated)
-3 | Cc1cccc(N2C(=O)c3ccccc3C2=O)c1
-2 | O=C(NCCO)C(=O)NCc1ccco1
-4 | Cc1n[nH]c(C)c1-c1nc2ccccc2[nH]1
-2 | CCc1ccccc1NC(=O)c1cccc(C(=O)Nc2ccccc2CC)c1
-2 | CCOc1ccccc1NC(=O)CCC(=O)O
-54 | Cc1ccc(Cl)cc1N1CCN(C(=O)Cn2cnc3sc(C)c(S(=O)(=O)N4CCC(C)CC4)c3c2=O)CC1
-5 | O=C(CSc1nnc(-c2ccncc2)n1-c1ccc(F)cc1)NC(=O)NCc1ccco1
-6 | CN(CCCNC(=O)Cn1cc2c(n1)CCCC2)C1CCCCC1

(list continues)
14-3-3g Raf | Structure
-1 | O=C(NCCCN1CCOCC1)c1nn2c(c1Cl)NC(c1ccc(Cl)cc1)CC2C(F)(F)F (configuration not stated)
-5 | O=C(CSc1nnc(Cc2ccccc2)n1-c1ccccc1)N1CCOCC1
-8 | CC(C)N(Cc1ccccc1)S(=O)(=O)N(C)C
-8&1 | Cc1cc(Nc2ccc(C)c(F)c2)n2ncnc2n1
6 | CCC(C)(C)n1nnnc1CN1CCSCC1
-27 | NS(=O)(=O)c1ccc(NC(=O)c2ccc(-c3ccc(Br)cc3)o2)cc1
-1 | CCN(CC)c1ccc2cc(C(=O)Nc3cccc4ccccc34)c(=N)oc2c1
-10 | CCSc1ncc(Cl)c(C(=O)Nc2ccc(S(=O)(=O)Nc3onc(C)c3C)cc2)n1
-3 | COc1ccc(OCC(=O)N2CCN(C(=O)c3ccc(OC)c(OC)c3)CC2)cc1
-7 | CC(C)CCNC(=O)CCNC(=O)c1cccs1
1 | O=C(Nc1nccs1)c1ccc(Oc2ccc([N+](=O)[O-])cc2)cc1
-5 | Cc1[nH]c2ccccc2c1SCCNC(=O)c1cccc(Br)c1
-4&4 | O=C(Oc1cc(=O)oc2ccccc12)c1ccco1
-17 | COc1ccc(CN(CCC(c2ccccc2)c2ccc3c(c2)OCO3)C(C)=O)cc1 (configuration not stated)
-1 | O=C(NCC1CCCO1)c1cc(-c2ccccn2)nc2ccc(S(=O)(=O)N3CCOCC3)cc12 (configuration not stated)

(continued)
14-3-3g Raf | Structure
1 | CCOc1ccccc1NC(=O)C1c2ccccc2C(=O)N(CCOC)C1c1cn(C)c2ccccc12 (configuration not stated)
5 | COC(=O)NCCOc1cc(C)ccc1C
14 | O=C(NC1CCCCC1)c1ccc2c(=O)n(-c3ccc(F)cc3)c(=S)[nH]c2c1
-6 | Cc1cccn2c(=O)c3cc(C(=O)NCCN(C)C)sc3nc12
-4 | CC(C)c1c(O)nc(SCc2ccc(F)cc2)[nH]c1=O
5 | CC(=O)C1=C(C)NC2(O)c3ccccc3C(=O)C12O (configuration not stated)
1 | O=S(=O)(c1ccc2ccccc2c1)N1CCc2ccccc2C1
2 | CN(C(=O)c1cccc(N)c1)c1ccccc1
7 | Cc1ccc(-c2csc(NC(=O)COc3ccc(C)cc3Br)n2)cc1
-5 | CC1CC(C)CN(S(=O)(=O)c2ccc(F)c(C(=O)NC3CCCCCC3)c2)C1 (configuration not stated)
-9 | O=C(CCC1CCCCC1)Nc1c2c(nn1-c1ccc([N+](=O)[O-])cc1)CSC2
-2 | Cc1cccc(-c2nnc(-c3ccc(N)cc3)o2)c1
1 | CCN1C(=O)c2cccc3c(NC(=O)c4ccc(S(=O)(=O)N5CCCCC5)cc4)ccc1c23
-2 | CC(=O)Nc1ccc(C(=O)Nc2ccc(Br)cc2C)cc1
-6&-3 | O=C(Cc1cccs1)Nc1ccc2c(c1)C(=O)OC2

Carrying on:
14-3-3g Raf | Structure
-1 | Cc1ccc(CS(=O)(=O)CCC(=O)NCCC2=CCCCC2)cc1
-5 | COc1cccc(C(CC(=O)NCC2CCCO2)NS(=O)(=O)c2ccc(C)cc2)c1OC (configuration not stated)
-1&-14 | CC1CCCC(C)N1CCNC(=O)Cn1nc(-c2ccccc2)ccc1=O (configuration not stated)
-14 | CC(=O)n1cc(Nc2ccccc2O)c2ccccc21
-9 | CCn1nnnc1-c1ccc(OC)c(S(=O)(=O)N2CCCCC2)c1
6 | CCOC(=O)c1c(-c2ccccc2)c(C(C)=O)c(=O)n(C)c1C
4 | C=CCSc1ncccc1C(=O)NC1CC1
-34 | O=C(NCCCN1CCC(N2CCCCC2)CC1)c1cc(-c2cccnc2)nc2ccccc12
-2 | COC(=O)c1ccc2c(=O)n(-c3cc(C)cc(C)c3)c(=S)[nH]c2c1
-4 | COc1ccc(NS(=O)(=O)c2ccc3c(c2)oc(=O)n3C)c(OC)c1
-94 | O=C(O)C1Nc2c(O)cccc2C2C=CCC12 (configuration not stated)

Only part of the results is shown. The share of hits here may be higher or lower than overall.
